telomere uncapping = survival after telomere uncapping, modulators, primary screen, cell-based (AID 1259312) | HCT116 + Ad-hTR-mut, survival, MTT, 5 d; hits give high values | fold change at 10 µM | 4.5% of 4,500 active;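 active = cell survival measured by absorbance rises more than 2.5-fold over infected cells without compound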;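 also: virus expresses mutant telomerase RNA that uncaps telomeres and kills cells; compound added 2 days after infection so exposure lasts 3 days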
An asterisk follows results filed as active; i = inactive; & = joins results of further samples. Some of the compounds tested; rates above refer to the full screens.

compound,telomere uncapping
CCCn1cc(C(=O)O)cn1,1.1
CCOC(=O)c1c(NC(=O)C2C(C)(C)C2(C)C)sc2c1CCC2,-1.3
CN(C)C(=S)SSC(=S)N(C)C,1
O=C(CCl)Nc1ccc(F)cc1,-2.1
C=C(C)CC1NC2CC(C)(C)C1c1ccccc12 (stereo unspecified),-2
CC1CN(c2ccc([N+](=O)[O-])c3cccnc23)CC(C)N1 (stereo unspecified),3.9*
COP(=O)(OC)C(C)C/C(C)=N/Nc1ccccc1 (stereo unspecified),-2
CC1(C)SC2C(N)C(=O)N2[C@H]1C(=O)O (stereo partly specified),-1.5
CCCC1=C(C(=O)OC(C)C)C2(C(=O)Nc3ccccc32)C(C(=O)OCC)=C(N)O1 (stereo unspecified),1.3
O=c1c2ccccc2[nH]c(=S)n1-c1ccccc1,-1.3&-2.6
CC1(O)CCN2C(=O)CCc3cccc1c32 (stereo unspecified),-1.3
O=C(CCl)Nc1cccnc1Cl,-1.3
CC1=C2C3OC(=O)C(C)C3CC[C@@]2(C)C=CC1=O (stereo partly specified),-1.2
CCNCCNc1ccc([N+](=O)[O-])c2cccnc12,-2.6
COc1cc2c(cc1OC)C(C)NCC2 (stereo unspecified),1
C[C@]12CC[C@H]3[C@@H](CC[C@]4(O)C[C@@H](O)CC[C@]34C=O)[C@@]1(O)CC[C@@H]2C1=CC(=O)OC1,-23
CC(C)CCCn1c(O)c(/C=C2\C=CC=N2)c(=O)[nH]c1=O,i

An excerpt from above in order of SMILES length, low to high.
compound,telomere uncapping
CCCn1cc(C(=O)O)cn1,1.1
COc1cc2c(cc1OC)C(C)NCC2 (stereo unspecified),1
C=C(C)CC1NC2CC(C)(C)C1c1ccccc12 (stereo unspecified),-2
CC1(C)SC2C(N)C(=O)N2[C@H]1C(=O)O (stereo partly specified),-1.5
CCNCCNc1ccc([N+](=O)[O-])c2cccnc12,-2.6
CCCC1=C(C(=O)OC(C)C)C2(C(=O)Nc3ccccc32)C(C(=O)OCC)=C(N)O1 (stereo unspecified),1.3

Bioassay records: PubChem BioAssay, University of Glasgow
